# Bioassay records as filed in PubChem.
# NCOA3 inh – human NCOA3 inhibition; Q9Y6Q9; HEK293 GAL4-SRC3 luciferase reporter, luminescence; inhibition, % at 3.6 µM; 360,000 compounds, 0.17% hits; AID 588352;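 active means inhibition above a per-campaign cutoff, the mean of all compounds plus 3 SD, cut at about 60% in these data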;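 further: 0% = DMSO-treated cells and 100% = gossypol-treated cells at 36 µM; higher means less SRC3-driven luciferase light from the GAL4 reporter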
# SRC1 inh – human NCOA1 inhibition | 360,000 compounds, 0.12% hits | inhibition, % at 3.6 µM | HEK293 GAL4-SRC1 luciferase reporter, luminescence | AID 588354 | Q15788;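 active means inhibition above the campaign mean plus 3 SD, with each screening campaign given its own cutoff, cut at about 60% in these data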;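 further: 0% = DMSO treated cells and 100% = gossypol at 36 µM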
# TWEAK-Fn14 inh – blocks TWEAK-Fn14 interaction in a reporter cell assay; inhibition, % at 10 µM; 360,000 compounds, 2% hits; TWEAK-stimulated Fn14 reporter cells, luciferase luminescence, 8 h; in the data active means inhibition above about 50%
# SRC2 inh – human SRC2 (NCOA2) inhibition | HEK293 GAL4-SRC2 luciferase reporter, luminescence | inhibition, % at 9 µM | 370,000 compounds, 0.17% hits;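 active means inhibition above the mean inhibition of all tested compounds plus 3 SD, set per campaign, cut at about 52% in these data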;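 further: 0% = DMSO treated cells and 100% = cells given Gossypol at 36 µM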
# TROY NFkB inh – inhibitors of TROY-dependent NF-kB signaling; AID 1347056; 360,000 compounds, 0.98% hits; inhibition, % at 10 µM; Q293 LMP1-TROYcd NF-kB luciferase reporter, 4 h;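 active means compounds whose plate-normalised and pattern-corrected inhibition of the luciferase reporter signal at the single screening dose is 50% or more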
# TLR9-MyD88 block – blocks human TLR9 binding to MyD88; Q9NR96+Q99836; CHO BLA complementation TLR9-MyD88, CCF4 FRET ratio; inhibition, % at 4.98 µM; 340,000 compounds, 0.21% hits;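 active means inhibition above the mean over all tested compounds plus 3 SD, cut at about 21% in these data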;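 further: 0% = DMSO only wells and 100% = clavulanate BLA inhibitor control wells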
# LMP1 NFkB inh – Epstein-Barr LMP1 NF-kappaB reporter inhibition; 350,000 compounds, 0.69% hits; LMP1-induced NF-kappaB luciferase reporter cells, luminescence; inhibition, % at 12.5 µM; in the data active means inhibition above about 41%;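 further: 0% = neutral control wells and 100% = reference inhibitor control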
# LRH-1 inv ag – suppresses constitutive activity of human LRH-1. HEK293T StAR-luciferase reporter, LRH-1 transfected, 24 h. O00482. inhibition, % at 3.6 µM. 360,000 compounds, 0.13% hits;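 active means inhibition above the mean inhibition of all tested compounds plus 3 SD, cut at about 73% in these data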;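 further: 0% = DMSO wells and 100% = reporter-only cells lacking LRH-1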
# NR2F2 inh – blocks human COUP-TFII nuclear receptor; P24468; HEK293T NGFI-A luciferase reporter, luminescence; inhibition, % at 8.6 µM; 370,000 compounds, 0.7% hits; AID 686940;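 active means inhibition above a per-plate cutoff, mean inhibition of test wells between control levels plus 3 SD, cut at about 38% in these data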;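 further: cells cotransfected with COUP-TFII expression vector driving the NGFI-A reporter; 0% = median of COUP-TF2 test wells and 100% = reporter-only cells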
# Target sequence (P24468 whole entry, looked up): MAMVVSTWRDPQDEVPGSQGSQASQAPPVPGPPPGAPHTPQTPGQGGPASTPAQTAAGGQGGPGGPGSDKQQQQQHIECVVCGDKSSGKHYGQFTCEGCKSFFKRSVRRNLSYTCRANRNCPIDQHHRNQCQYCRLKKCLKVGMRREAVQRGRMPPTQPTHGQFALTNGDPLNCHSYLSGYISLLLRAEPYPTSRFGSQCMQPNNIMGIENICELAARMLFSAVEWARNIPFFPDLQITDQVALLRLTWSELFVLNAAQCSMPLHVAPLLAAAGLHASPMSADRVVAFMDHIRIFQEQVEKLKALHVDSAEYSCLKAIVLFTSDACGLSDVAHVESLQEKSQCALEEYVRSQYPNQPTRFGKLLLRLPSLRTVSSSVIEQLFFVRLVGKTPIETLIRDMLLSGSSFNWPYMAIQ
# TRAIL sens C8 – caspase-8 TRAIL sensitization. NB7+C8 cells + TRAIL, ATPlite viability luminescence. inhibition (viability loss, TRAIL sensitization), % at 10 µM. 360,000 compounds, 1% hits. AID 624354;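 active means compounds causing at least 50% loss of cell viability in the single-dose screen, relative to plate controls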
# NOD2-RIPK2 inh – blocks binding of human NOD2 to RIPK2; CHO BLA complementation NOD2-RIPK2, CCF4 ratio; inhibition, % at 4.98 µM; 360,000 compounds, 0.38% hits; in the data active means inhibition above about 21%;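 further: 0% = vehicle only and 100% = reference blocker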
# Target sequence (O43353 whole entry, looked up): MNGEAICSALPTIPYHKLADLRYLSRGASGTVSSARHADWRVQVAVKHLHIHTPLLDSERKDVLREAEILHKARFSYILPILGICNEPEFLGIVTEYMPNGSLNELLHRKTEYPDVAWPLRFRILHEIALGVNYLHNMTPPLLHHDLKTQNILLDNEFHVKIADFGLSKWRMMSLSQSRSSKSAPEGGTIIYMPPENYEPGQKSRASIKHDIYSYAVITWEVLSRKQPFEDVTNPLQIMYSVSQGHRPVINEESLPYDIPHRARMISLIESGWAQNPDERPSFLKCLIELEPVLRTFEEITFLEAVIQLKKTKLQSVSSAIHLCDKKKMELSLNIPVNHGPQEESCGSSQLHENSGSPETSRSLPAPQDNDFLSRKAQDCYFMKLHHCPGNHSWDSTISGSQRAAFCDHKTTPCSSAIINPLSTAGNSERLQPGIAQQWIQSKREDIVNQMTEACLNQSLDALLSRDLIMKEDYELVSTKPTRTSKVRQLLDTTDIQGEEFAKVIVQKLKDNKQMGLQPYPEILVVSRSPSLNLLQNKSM
# The depositor's hits bear a star; . = not tested or not shown. Only part of the results is shown (hit frequency here may not be typical).
# Each structure is followed by: NCOA3 inh	SRC1 inh	TWEAK-Fn14 inh	SRC2 inh	TROY NFkB inh	TLR9-MyD88 block	LMP1 NFkB inh	LRH-1 inv ag	NR2F2 inh	TRAIL sens C8	NOD2-RIPK2 inh
> O=C(Nc1ccnn1C1CCN(C/C=C/c2ccccc2)CC1)c1ccccc1
    12	-13	0	7	-11	-3	-2	8	6	-5	-4
> N/C(=N\OC(=O)CSc1ccccc1)c1ccncc1
    -39	-65	-21	-35	-39	7	-21	-90	-11	21	4
> Cc1cc(=O)[nH]c(Nc2cccc(Cl)c2C)n1
    -8	-14	3	-3	-9	-6	8	5	4	16	-3
> CNC(=O)c1ccc(-c2sc3nc(N4CCOCC4)c4c(c3c2N)CC(C)(C)OC4)o1
    41	20	3	-16	9	0	-19	17	-11	6	-10
> COc1ccc(NC(=O)Nc2ccccc2C(=O)N2CCCC2)cc1
    -20	-9	0	-23	0	3	35	-21	-9	-6	-9
> O=C1c2ccccc2NC(c2cccc([N+](=O)[O-])c2)N1O (centres undefined)
    11	-11	-3	8	7	12	3	4	-5	-3	-1
> O=C1CN(C(=O)COC(=O)CNS(=O)(=O)c2ccccc2)c2ccccc2N1
    18	4	-7	12	5	7	8	6	17	-5	5
> CCN1CCN(C(=O)C2CCN(Cc3cc(Cl)ccc3O)CC2)CC1
    6	-6	13	17	13	-7	-1	-2	13	-17	0
> COc1ccc(-n2c(SCC(=O)N3CCc4ccccc43)nnc2-c2c[nH]c3ccccc23)cc1
    4	1	-41	-29	-9	3	4	1	7	-7	-6
> O=c1c2ccc(F)cc2sn1-c1ccccc1
    -14	-10	1	-29	-23	14	-5	-17	4	-20	36*
> Cc1ccc(CNC(=O)COC(=O)CSc2cc(C)c(Br)cc2C)cc1
    19	-3	-4	7	4	11	-1	16	5	-1	7
> O=C(COc1ccccc1Cl)N1CCN(c2ccccn2)CC1
    -21	-60	9	-21	-12	0	-1	32	-21	-8	0
> Cc1ccnc(Nc2nc(-c3sc(C)nc3C)cs2)c1
    -16	-33	84*	19	37	-1	-27	-79	70*	37	2
> CC(=O)N1CC=C2C(C#N)=C(N)C(C#N)(C#N)C(CCc3ccccc3)C2C1 (centres undefined)
    -11	-15	-8	8	14	-9	-5	3	-1	-4	4
> NC(=O)c1nc2c([nH]c1=O)CCCC2
    -17	-59	-7	10	-4	-3	-2	8	15	-6	-5
> COC(=O)c1ccc(NC(=O)c2ccc(NC(=O)C3CCCO3)cc2)cc1 (centres undefined)
    10	11	-9	-18	-12	3	11	-21	0	12	-8
> C/C(=N\NC(=O)C1CC1)c1ccc(C(C)(C)C)cc1
    15	-11	8	-24	-13	-6	-18	-14	-16	27	-7
> CCCCOC(=O)/C(=C/c1cn(C)c2ccccc12)NC(=O)c1ccc(OC)cc1
    11	-5	-2	4	-10	-6	4	-7	-14	-2	-1
> COc1cc(CN2CCNC(=O)C2CC(=O)N(C)CCCN2CCOCC2)cc(OC)c1 (centres undefined)
    22	5	-2	-3	21	-4	-2	8	-6	-13	-3
> COC(=O)c1c(NC(=O)CN2C(=O)C(=O)N(CC(C)C)C2=O)sc2c1CCCCC2
    5	-12	-5	-55	6	-10	-7	-17	-5	-4	5
> CCCCCN(C(=O)CCC(=O)OCC(=O)N1CCCCC1CC)c1c(N)n(CCCC)c(=O)[nH]c1=O (centres undefined)
    19	-37	-3	0	-18	-1	1	7	14	14	-17
> CCc1c(C)nc(N)n2c(SCC(=O)Nc3ccccc3)nnc12
    3	2	-2	-20	-4	6	-8	-1	-17	12	-7
> CN(Cc1ccccc1)CC(O)COc1ccc(CNCCCOc2cccnc2)cc1 (centres undefined)
    5	-39	-17	-17	-1	1	-7	-8	-14	-5	-5
> C=CCn1c(SCc2ccc(OC)cc2)nnc1-c1cccnc1
    -2	-6	3	9	-19	-2	3	10	9	-22	-1
> CSc1nc(C)cc(OCCO)n1
    5	4	-4	14	-21	-2	-7	-4	7	7	-2
> COc1ccccc1NC(=O)N(CCN1CCCC1)Cc1cc2cc(C)ccc2[nH]c1=O
    -3	-8	12	0	-1	-10	5	-11	-7	-5	-2
> Brc1cccc(Cn2c(-c3cncs3)nc3ccccc32)c1
    5	2	5	-1	-3	3	-3	-20	-21	4	7
> Cn1cc(CCC(=O)NCc2ccc(Cl)cc2)c2ccccc21
    19	-8	10	-22	-10	9	4	6	4	-12	5
> C=CCNc1c2c(nc3ncnn13)CC(C)CC2 (centres undefined)
    -6	-15	21	-12	29	3	8	-4	5	-5	-6
> Cc1ccc(C)c(NC(=O)C(c2ccccc2)N2CCOCC2)c1 (centres undefined)
    20	-46	0	15	-6	10	11	14	-1	1	6

# Further structures
# Each structure is followed by: NCOA3 inh	SRC1 inh	TWEAK-Fn14 inh	SRC2 inh	TROY NFkB inh	TLR9-MyD88 block	LMP1 NFkB inh	LRH-1 inv ag	NR2F2 inh	TRAIL sens C8	NOD2-RIPK2 inh
> Cc1ccc(NC(=O)c2cc(S(=O)(=O)N3CCOCC3)cn2C)c(C)c1
    6	8	8	-15	0	4	6	-27	5	-3	7
> Cc1cc(C)nc(NC(=O)CN2C(=O)c3ccccc3S2(=O)=O)n1
    -9	3	-9	3	16	-10	-3	-23	14	-15	7
> Cc1cccc(NC(=O)CN2CCN(C(=O)C3CCC3)CC2)c1C
    4	-12	8	14	2	-1	-2	-11	11	-4	6
> COC(=O)c1cccc(NC(=O)NC(=O)c2ccccc2Cl)c1
    -46	-69	-14	5	-17	0	37	-83	-2	20	-8
> COCCNc1ncnc2nc[nH]c12
    19	-16	-4	-12	-17	-5	-12	-6	7	2	-3
> COc1ccc(C(=O)N(CC2CCCO2)C(C(=O)NC2CCCC2)c2ccc(C)cc2)cc1OC (centres undefined)
    16	10	-1	-13	10	7	-5	3	12	7	-4
> NC(=O)NCc1ccc(Cl)cc1
    6	9	8	3	0	12	0	-9	12	-6	-4
> FC(F)(F)Oc1ccc(NC(=S)NCc2ccccc2)cc1
    15	-11	0	-45	-42	-5	-6	6	8	-4	2
> COc1cc(OC)c(C(=O)OCC(=O)N2CCN(S(=O)(=O)c3ccc(C)cc3C)CC2)cc1OC
    -9	-23	-20	2	12	6	2	-30	-9	16	-9
> CCN(CC)S(=O)(=O)c1cc(C(=O)Nc2cc(C)on2)c(Cl)cc1Cl
    -1	-14	-13	-15	17	4	3	11	13	9	-2
> COc1ccc(/C=C(\NC(=O)c2ccccc2)C(=O)NCCC(=O)O)cc1
    15	1	-14	-6	1	11	-3	-6	-3	-4	2
> O=C(O)/C=C/C(=O)Nc1ccc(OCc2ccccc2)cc1
    -14	-36	10	-19	12	-9	-9	-7	8	14	5
> C/C(CC(=O)Nc1ccc2c(c1)OCO2)=N\NC(=O)c1ccccc1N
    -53	-74	-27	-14	-6	.	-5	-91	-19	9	-7
> Cc1ccc(-n2c(=O)cc(N3CCC(C)CC3)[nH]c2=O)cc1
    -1	-18	-21	-14	-15	6	-7	-2	-25	-5	-6
> CCC(c1nnnn1-c1ccc2c(c1)OCCO2)N1CCN(c2ccc(OC)cc2)CC1 (centres undefined)
    .	.	12	6	-1	.	.	0	16	-2	-1
> CCOC(=O)C1(CCc2ccccc2)CCN(C(=O)CCn2cnnn2)CC1
    -11	-11	-37	-47	-52	-8	-28	-12	-17	-1	4
> Cc1ccc2c(C)[nH]c(=O)cc2c1
    -12	16	6	-29	.	8	5	-2	13	6	7
> CCc1nc2c(OCC(=O)N3CCOCC3)cccn2c1N(C=O)Cc1ccccc1
    11	13	11	17	-6	.	.	4	-24	-14	-1
> COc1ccc(NC(=O)CCCNC(=O)c2ccc(Cl)cc2)c(OC)c1
    -8	7	-3	8	6	-8	-8	0	9	5	-10
> C/C(=N/OC(=O)c1c(F)cccc1F)c1nccs1
    -5	15	-5	-26	-1	3	-4	-6	12	-7	-11
> CCCCNC(=O)C[C@@H]1C[C@@]2(C(=O)OCC)CCC=C2N(Cc2ccco2)C1=O
    .	.	11	14	1	.	.	-6	-5	-16	1
> CCN(CC)C(=O)C(C)N1c2cccc3cccc(c23)S1(=O)=O (centres undefined)
    -33	-14	-13	-9	-4	4	11	-38	5	-10	5
> COc1cc(CC(=O)OCC(=O)NC2CCCCC2C)cc(OC)c1OC (centres undefined)
    12	-3	-11	9	-15	-13	-5	24	2	-20	-17
> CCOc1cc(C(=O)Nc2cc3c(cc2N2CCOCC2)n(C)c(=O)n3C)cc(OCC)c1OCC
    -12	7	-26	7	-9	7	-9	3	0	-6	-1
> CS(=O)c1ccccc1-c1nc(-c2ccc([N+](=O)[O-])cc2)no1 (centres undefined)
    9	-9	-4	-24	-63	-8	-17	9	-17	4	-10
> CC1(C(=O)OCC(=O)Nc2ccc(S(=O)(=O)N3CCOCC3)cc2)CC1(Cl)Cl (centres undefined)
    7	-10	-6	15	0	-14	-3	17	7	2	3
> CN1CCSc2ccc(C(=O)Nc3cccc(F)c3)cc21
    -63	-85	1	-39	-19	2	-57	-91	-26	29	3
> CCSc1sccc1C1C(C#N)=C(N)N(c2cccnc2)C2=C1C(=O)CC(C)(C)C2 (centres undefined)
    -4	15	3	-27	-8	9	1	5	-7	-4	-3
> CCc1nc(Nc2ccc3c(c2)OCO3)c2oc3ccccc3c2n1
    4	15	50*	-8	31	-11	4	-12	3	15	13
> Cc1cc(C(=O)Nc2ccccc2C(F)(F)F)no1
    -44	-16	5	-13	4	2	12	-11	8	-6	-6

# The closing 2 entries of the part above lead into the next.
# Each structure is followed by: NCOA3 inh	SRC1 inh	TWEAK-Fn14 inh	SRC2 inh	TROY NFkB inh	TLR9-MyD88 block	LMP1 NFkB inh	LRH-1 inv ag	NR2F2 inh	TRAIL sens C8	NOD2-RIPK2 inh
> CCc1nc(Nc2ccc3c(c2)OCO3)c2oc3ccccc3c2n1
    4	15	50*	-8	31	-11	4	-12	3	15	13
> Cc1cc(C(=O)Nc2ccccc2C(F)(F)F)no1
    -44	-16	5	-13	4	2	12	-11	8	-6	-6
> CCCCc1nc2c(C)c(N)cnc2n1Cc1cccc([N+](=O)[O-])c1
    -51	-16	-10	16	0	2	0	-19	8	14	-4
> CCOC(=O)C1=C(COC(=O)c2sccc2C)NC(=O)NC1C (centres undefined)
    -8	-3	-16	-1	7	-10	-3	-7	-33	10	-5
> O=C(OCC(=O)c1c[nH]c2ccccc12)c1ccc([N+](=O)[O-])s1
    -22	-15	12	4	-28	-3	-12	9	3	-4	3
> O=C1CC(c2ccc(Cl)cc2)n2nc(N3C(=O)c4ccccc4C3=O)nc2N1 (centres undefined)
    7	-12	1	-8	14	-4	-4	-3	10	3	5
> C[N+](C)(CCCCCC[N+](C)(C)CCCN1C(=O)c2cccc3cccc(c23)C1=O)CCCN1C(=O)c2cccc3cccc(c23)C1=O
    -3	-29	8	.	3	-8	3	3	.	3	-10
> COc1ccc(OC)c(C(=O)NC(CC(N)=O)c2ccc(N3CCCCCC3)c([N+](=O)[O-])c2)c1 (centres undefined)
    -26	13	-6	23	-4	5	10	-13	0	-9	-6
> O=C(c1ccccc1)N(NC(=O)C(O)(c1ccccc1)c1ccccc1)c1cccc(F)c1
    18	21	-19	5	6	1	3	58	-2	21	-15
> O=S(=O)(c1ccc(Cl)cc1)n1ccc(-c2cccc(OCc3c(F)cccc3Cl)c2)n1
    -22	-15	-5	-5	7	5	-6	16	-18	15	2
> C=CCNC(=O)c1ccc(-n2cccc2)cc1
    -6	-34	-7	13	-30	-11	-16	-29	-34	14	1
